Screening results as filed in PubChem BioAssay.
L3MBTL1 inh = qHTS Assay for the Inhibitors of L3MBTL1 | Potency, µM (series often up to 57.1 µM), inactives show at the highest dose activity, negative = inhibition, hits mostly inhibitors | actives 0.66% (n = 230,000) | AlphaScreen L3MBTL1–H3K9me1 peptide binding | Lethal(3)malignant brain tumor-like protein 1 (Homo sapiens), Q9Y468 | AID 485360, 2010; active = well fitted inhibition curve with a large enough effect; note: nearly all actives have a fitted effect of over 60% in size
Target sequence (Q9Y468 whole entry, looked up): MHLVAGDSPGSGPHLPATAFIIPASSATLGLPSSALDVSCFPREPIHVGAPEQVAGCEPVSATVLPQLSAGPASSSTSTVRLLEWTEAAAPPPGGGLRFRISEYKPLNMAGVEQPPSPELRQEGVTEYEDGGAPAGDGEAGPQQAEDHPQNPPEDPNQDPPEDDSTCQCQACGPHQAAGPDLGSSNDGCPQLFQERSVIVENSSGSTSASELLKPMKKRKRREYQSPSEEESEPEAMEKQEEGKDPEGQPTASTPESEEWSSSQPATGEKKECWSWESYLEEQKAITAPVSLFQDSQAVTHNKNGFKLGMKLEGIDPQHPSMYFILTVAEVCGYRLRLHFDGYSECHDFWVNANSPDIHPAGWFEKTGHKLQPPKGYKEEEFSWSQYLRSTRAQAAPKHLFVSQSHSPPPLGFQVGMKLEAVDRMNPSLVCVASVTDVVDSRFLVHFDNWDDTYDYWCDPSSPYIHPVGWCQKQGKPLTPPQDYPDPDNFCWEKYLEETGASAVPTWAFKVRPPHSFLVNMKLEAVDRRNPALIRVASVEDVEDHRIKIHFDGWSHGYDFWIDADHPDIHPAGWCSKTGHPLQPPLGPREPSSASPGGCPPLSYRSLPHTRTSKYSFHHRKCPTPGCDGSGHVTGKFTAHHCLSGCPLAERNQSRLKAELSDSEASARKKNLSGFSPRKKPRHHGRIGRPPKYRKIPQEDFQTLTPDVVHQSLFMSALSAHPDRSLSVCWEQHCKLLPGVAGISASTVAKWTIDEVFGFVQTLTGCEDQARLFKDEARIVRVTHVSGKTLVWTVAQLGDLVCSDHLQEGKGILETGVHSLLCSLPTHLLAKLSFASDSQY
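L3MBTL1 50 nM + b-AHA-H3(1-15)K9me1 75 nM, 30 min RT; compound added, 30 min RT; streptavidin donor/Ni-chelate acceptor beads 10 ug/mL each final, 30 min RT dark; AlphaScreen read.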
The depositor's hits bear a star; [ ] = remark or other dose. % is set by controls: 0 for no effect and ±100 for the full control effect; potency is the fitted concentration of half-maximal effect. An excerpt (hit frequency here may not be typical).

For COc1cccc(COC(=O)c2ccc(S(=O)(=O)N3CCC(C)CC3)cc2)c1OC the results were L3MBTL1 inh 29%.
O=C(Cn1c(=O)cnc2ccccc21)N1CCN(S(=O)(=O)c2cccc([N+](=O)[O-])c2)CC1 was read as L3MBTL1 inh -1%.
`O=C(CCc1ccccc1)Nc1cc2c3c(c1)CCC(=O)N3CCC2` gave L3MBTL1 inh 0%.
`C=CCSc1nnc(-c2cccc3ccccc23)o1` gave L3MBTL1 inh 7.9µM*.
For Cc1cc(SCC(=O)N2CCCC2=O)nc2ccccc12 the results were L3MBTL1 inh 0%.
For COc1ccc(N(C(=O)c2ccncc2)S(=O)(=O)c2ccc(OC)c(OC)c2)cc1 the results were L3MBTL1 inh -5%.
`Cc1cc(C)n(C(=O)c2cccc([N+](=O)[O-])c2)n1` gave L3MBTL1 inh 8%.
For Cc1ccc(S(=O)(=O)N2CCOCC2)cc1C(=O)N1CC(C)OC(C)C1 (stereo not drawn) the results were L3MBTL1 inh -4%.
CCOc1ccc(C(=O)CCC(=O)Nc2cccc(S(=O)(=O)N3CCCCC3)c2)cc1 was read as L3MBTL1 inh 3%.
Cc1ccc(S(=O)(=O)N2CCN(C(=O)COC(=O)CSc3ccccc3)CC2)c(C)c1 was read as L3MBTL1 inh -1%.
For CC(=O)c1cc(Cl)ccc1OCc1cccc(S(=O)(=O)N2CCOCC2)c1 the results were L3MBTL1 inh 10%.
CCOC(=O)CNC(=O)N1CCC(CCC(=O)N(C)Cc2ccccc2)CC1 was read as L3MBTL1 inh -3%.
Screening Cc1ccc(C(C)NC(=O)Cc2cccs2)c(C)c1 (stereo not drawn) returned L3MBTL1 inh 5%.
Screening CCOc1ccc(NC(=O)CN(C)C(=O)Cn2c(=O)oc3ccccc32)cc1OCC returned L3MBTL1 inh -2%.
COc1ccc(C(CNC(=O)C(C)Oc2ccc(Br)cc2)N2CCCC2)cc1 (stereo not drawn) was read as L3MBTL1 inh -10%.
Cc1c([N+](=O)[O-])cc(C(=O)Nc2ccc3ncccc3c2)cc1[N+](=O)[O-] was read as L3MBTL1 inh -4%[2.29 µM].
`Cc1ccccc1NC(=O)Cn1nc(C)c2ccccc2c1=O` gave L3MBTL1 inh 4%.
For Cc1n[nH]c(=O)c2c(NC(=O)CSc3cc(Cl)ccc3Cl)oc(C)c12 the results were L3MBTL1 inh -1%.
Screening COCCN(CC(=O)Nc1cccc(C)c1C)C(=O)c1cc(-c2cccs2)nn1-c1ccccc1 returned L3MBTL1 inh -4%.
For Cc1nn(CC(=O)NC(C)C(C)C)c(C)c1S(=O)(=O)N1CCCCC1 (stereo not drawn) the results were L3MBTL1 inh 0%.
`O=C1C=C(c2cccc(OCc3ccccc3)c2)C[C@@H](c2ccc3c(c2)OCO3)C1` gave L3MBTL1 inh -11%.
Screening C=CC[C@@H](CC(=O)N[C@@H](CO)Cc1ccccc1)C(=O)NCCOC(=O)[C@@H](CC=C)CC(=O)OC(C)(C)C returned L3MBTL1 inh 8%.
`CCc1cccc(OCC(=O)Nc2ccc(C)c(S(=O)(=O)N3CCCCCC3)c2)c1` gave L3MBTL1 inh 8%.
Screening C[C@@H]1CN([C@@H](C)CO)C(=O)c2cc(NC(=O)Nc3ccc4c(c3)OCO4)ccc2O[C@H]1CN(C)S(=O)(=O)c1ccc(F)cc1 returned L3MBTL1 inh -6%.
Screening O=C(O)c1cccc(N2C(=O)c3cccc4cccc(c34)C2=O)c1 returned L3MBTL1 inh 3%.
`O=C(CN1C(=O)C(=O)N(C2CCCC2)C1=O)Nc1ccc(F)cc1F` gave L3MBTL1 inh 12%.
Screening COc1ccc(C(=O)NC2CCC(O)CC2)cc1S(=O)(=O)NCc1ccc(Cl)cc1 (stereo not drawn) returned L3MBTL1 inh -1%.
For COc1ccc(S(=O)(=O)N2CCCCC2)cc1NC(=O)C1CC1 the results were L3MBTL1 inh 28%.
Screening Cc1cc(-n2c(C)cc(C(=O)COc3ccc(Cl)cc3C(N)=O)c2C)no1 returned L3MBTL1 inh -2%.
Cc1ccc(C(=O)CSc2nnc(C3CC3)n2C2CC2)s1 was read as L3MBTL1 inh -1%.
For CC(C)C[C@H](NC(=O)[C@@H]1Cc2c([nH]c3ccccc23)C2c3ccccc3C(=O)N21)C(=O)N1CCC[C@@H]1C(=O)O (stereo partly drawn) the results were L3MBTL1 inh 3%.
COc1ccc(Cl)cc1NC(=S)NC1CCCC1 was read as L3MBTL1 inh 35%[activator].
Screening NC(=O)c1cc([N+](=O)[O-])ccc1NCc1ccc(C(=O)O)cc1 returned L3MBTL1 inh 6%.
For CCOCCn1c(CN2CCN(C(=O)c3ccco3)CC2)nc2c1c(=O)n(C)c(=O)n2C the results were L3MBTL1 inh 3%.
For COc1cc(/C=C/C(=O)OCC(=O)c2ccc(S(=O)(=O)N3CCCCC3)cc2)cc(OC)c1OC the results were L3MBTL1 inh 6%.
For C[C@H]1COC(=O)[C@H](NC(=O)OCC2c3ccccc3-c3ccccc32)C/C=C\C[C@H](CC(=O)N(CCO)Cc2ccccc2)C(=O)N1 the results were L3MBTL1 inh -7%.
`Cc1ccc(S(=O)(=O)N2CCN(C(=O)COC(=O)c3cccnc3Cl)CC2)c(C)c1` gave L3MBTL1 inh -3%.
Screening NC(=O)c1ccc(NC(=O)c2cc(S(=O)(=O)N3CCCCC3)ccc2N2CCOCC2)cc1 returned L3MBTL1 inh 1%.
`O=C(NNS(=O)(=O)c1ccc(F)cc1)c1ccc(O)cc1` gave L3MBTL1 inh -3%.
CC(=O)Nc1cccc(NC(=O)CSc2nc(=O)n(CCN3CCOCC3)c3c2CCC3)c1 was read as L3MBTL1 inh 8%.
`CC(C)NC(=O)COc1coc(CN2CCN(C(=O)c3ccco3)CC2)cc1=O` gave L3MBTL1 inh -24%.
For CCn1c(Cc2ccccc2)nnc1SCC(=O)c1c(N)n(C2CC2)c(=O)[nH]c1=O the results were L3MBTL1 inh 3%.
`COCCCNC(=O)CC1C[C@H](C(=O)N2CCOCC2)[C@@]2(CCC3CCCC3)c3[nH]c4ccc(OC)cc4c3CCN2C1=O` (stereo partly drawn) gave L3MBTL1 inh -11%.
For CC1(C)C[C@H]2C3=CCC4[C@@]5(C)CC[C@H](O)C(C)(C)C5CC[C@@]4(C)[C@]3(C)[C@@H](O)[C@@H](O)[C@@]2(CO)[C@@H](O)[C@@H]1O (stereo partly drawn) the results were L3MBTL1 inh 3%.
`Cc1ccc(S(=O)(=O)N2CCC[C@H]2C(=O)Nc2ccc(F)cc2C)cc1` gave L3MBTL1 inh 0%.
`O=C(C[C@H]1C[C@H](C(=O)N2CCOCC2)[C@@]2(CCC3CCCC3)c3[nH]c4ccc(Cl)cc4c3CCN2C1=O)NCCc1ccccn1` gave L3MBTL1 inh -1%.
Cc1oc(-c2ccccc2Cl)nc1CS(=O)(=O)CC(=O)NC1CCCC1 was read as L3MBTL1 inh -2%.
For O=C(NCCCN1CCOCC1)C1CCN(S(=O)(=O)c2cccc(C(F)(F)F)c2)CC1 the results were L3MBTL1 inh -3%.
For COc1cccc(NC(=O)CN(C)C(=O)c2c(-c3c(F)cccc3Cl)noc2C)c1 the results were L3MBTL1 inh -2%.
`COc1ccc(C(=O)CCC(=O)Nc2ccc(N3CCN(C)CC3)cc2)cc1OC` gave L3MBTL1 inh -3%.
For NS(=O)(=O)c1cc(C(=O)OCC(=O)NC2CCCCCCC2)ccc1Cl the results were L3MBTL1 inh -6%.
`N#Cc1ccc(OCC(=O)Nc2cccc(S(=O)(=O)NC3=NCCCCC3)c2)cc1` gave L3MBTL1 inh -21%.
Screening COc1ccc(C(=O)N2CCCN(C)CC2)cc1S(=O)(=O)N(C)Cc1ccccc1 returned L3MBTL1 inh 2%.
Cc1ccccc1OCCC(=O)OCC(=O)NC(=O)c1ccccc1 was read as L3MBTL1 inh 16%.
CCN1C(=O)C(=O)N(CC(=O)Nc2ccccc2OC(F)F)C1=O was read as L3MBTL1 inh 1%.
Screening Cc1nc(SCC(=O)NCCN2C(=O)CSC2=O)nc(C)c1C returned L3MBTL1 inh 2%.
For O=C(NCCC1=CCCCC1)C1CCN(S(=O)(=O)c2ccccc2C(F)(F)F)CC1 the results were L3MBTL1 inh 39%[activator].
CCOC(=O)N1CCN(CCc2ccccc2)CC1 was read as L3MBTL1 inh -3%.
`O=C(CSc1ccccc1)Nc1cccc(S(=O)(=O)N2CCCCC2)c1` gave L3MBTL1 inh 5%.
For NC(=O)c1ccc(NC(=O)C2CC(=O)N(c3ccc4c(c3)OCCO4)C2)cc1 (stereo not drawn) the results were L3MBTL1 inh 9%.
For CCOc1cc(C(=O)NC(C)CCc2ccccc2)cc(OCC)c1OCC (stereo not drawn) the results were L3MBTL1 inh 5%.
`O=C(COC(=O)C1CCC1)c1c[nH]c2ccccc12` gave L3MBTL1 inh 12%.
Screening O=C(NCCc1ccc(F)cc1)C1CCN(C(=O)Nc2ccccc2)CC1 returned L3MBTL1 inh 3%.
For O=C(O)C1(c2ccccc2)CCC(Nc2ccccc2)C1 (stereo not drawn) the results were L3MBTL1 inh -1%.
For COC(=O)[C@]1(CC(C)C)N[C@H](c2ccc(-c3ccc(F)cc3)c(OC)c2)[C@@H]2C(=O)N(C)C(=O)[C@@H]21 the results were L3MBTL1 inh -13%.
`Cc1nc(N)c(C#N)c(-c2ccc3c(c2)OCO3)c1C` gave L3MBTL1 inh 4%.
Screening COc1cccc(C(=O)Nc2cc(C(=O)NCc3ccc(C)cc3)ccc2N2CCC3(CC2)CC(c2ccccc2)=NO3)c1 returned L3MBTL1 inh 12%.
Screening CN1C(=O)[C@H]2[C@@H](/C=C/c3ccccc3)N3C(=O)CN(Cc4ccccn4)C(=O)[C@@]3(C)[C@H]2C1=O returned L3MBTL1 inh 1%.
`C[C@@]12C(=O)N(c3cccc(Cl)c3)C(=O)N1[C@H](c1ccc(Cl)cc1)[C@@H]1C(=O)N(C3CCCCC3)C(=O)[C@@H]12` gave L3MBTL1 inh -10%.
COC(=O)[C@@]12CCCCN1[C@H](c1ccc(-c3ccc(F)cc3)cc1)[C@H]1C(=O)N(C)C(=O)[C@H]12 was read as L3MBTL1 inh -1%.
For Cc1cc(C)c(S(=O)(=O)NCc2cccnc2)cc1C the results were L3MBTL1 inh 5%.
For COc1cccc(NC(=O)CSc2nnc3ccc(-c4ccncc4)nn23)c1 the results were L3MBTL1 inh -12%.
`O=C(NCCC1CCCCN1S(=O)(=O)c1cccs1)C(=O)Nc1ccc(F)cc1F` (stereo not drawn) gave L3MBTL1 inh 13%.
For CCCCNC(=O)[C@H]1C[C@H]1[C@@H](O)[C@H](CO)NC(=O)[C@H](CC(C)C)NC(=O)OC(C)(C)C the results were L3MBTL1 inh 0%.
CC(NC(=O)c1ccc2c(=O)n3c(nc2c1)CCC3)c1ccc(S(N)(=O)=O)cc1 (stereo not drawn) was read as L3MBTL1 inh -3%.
Screening COCCN=C1N[C@@H](c2ccccc2)C(C(=O)OC)=C(C)N1Cc1ccccc1 returned L3MBTL1 inh -1%.
Cc1ccc[n+](CC(=O)c2ccc(Br)cc2)c1C was read as L3MBTL1 inh 39%[activator].
For COc1ccc([C@H]2CC(=O)C=C(c3ccc(SC)cc3)C2)cc1 the results were L3MBTL1 inh -8%.
For COc1cc(CN2CCN(CC#Cc3ccccc3)CC2CCO)cc(OC)c1 (stereo not drawn) the results were L3MBTL1 inh -6%.
For O=C(COC(=O)C1=COCCO1)Nc1cc(C(F)(F)F)ccc1Cl the results were L3MBTL1 inh 7%.
Screening CC(C)(C)OC(=O)N[C@H](C(=O)OC(C)(C)C)c1ccc(C(F)(F)F)cc1 returned L3MBTL1 inh 3%.
`CCN(C(=O)c1cccs1)C1CCS(=O)(=O)C1` (stereo not drawn) gave L3MBTL1 inh -1%.
CC(Sc1nc(C(F)(F)F)nc2ccccc12)C(=O)NC1CCCC1 (stereo not drawn) was read as L3MBTL1 inh 6%.
C(=C\c1ccccc1)/CN1CCN(Cc2ccc3c(c2)OCO3)CC1 was read as L3MBTL1 inh -12%.
For COc1cc(/C=C/C(=O)OCC(=O)NCCCc2ccccc2)ccc1O the results were L3MBTL1 inh 6%.
Screening COc1cccc(-c2nn(-c3ccc(C)cc3)cc2C(=O)NCC(c2cccs2)N2CCOCC2)c1 (stereo not drawn) returned L3MBTL1 inh -1%.

Of the compounds above, 12 have an aryl thioether with sulfur outside any ring:
`C=CCSc1nnc(-c2cccc3ccccc23)o1` gave L3MBTL1 inh 7.9µM*.
For Cc1cc(SCC(=O)N2CCCC2=O)nc2ccccc12 the results were L3MBTL1 inh 0%.
Cc1ccc(S(=O)(=O)N2CCN(C(=O)COC(=O)CSc3ccccc3)CC2)c(C)c1 was read as L3MBTL1 inh -1%.
For Cc1n[nH]c(=O)c2c(NC(=O)CSc3cc(Cl)ccc3Cl)oc(C)c12 the results were L3MBTL1 inh -1%.
Cc1ccc(C(=O)CSc2nnc(C3CC3)n2C2CC2)s1 was read as L3MBTL1 inh -1%.
CC(=O)Nc1cccc(NC(=O)CSc2nc(=O)n(CCN3CCOCC3)c3c2CCC3)c1 was read as L3MBTL1 inh 8%.
For CCn1c(Cc2ccccc2)nnc1SCC(=O)c1c(N)n(C2CC2)c(=O)[nH]c1=O the results were L3MBTL1 inh 3%.
Screening Cc1nc(SCC(=O)NCCN2C(=O)CSC2=O)nc(C)c1C returned L3MBTL1 inh 2%.
`O=C(CSc1ccccc1)Nc1cccc(S(=O)(=O)N2CCCCC2)c1` gave L3MBTL1 inh 5%.
For COc1cccc(NC(=O)CSc2nnc3ccc(-c4ccncc4)nn23)c1 the results were L3MBTL1 inh -12%.
For COc1ccc([C@H]2CC(=O)C=C(c3ccc(SC)cc3)C2)cc1 the results were L3MBTL1 inh -8%.
CC(Sc1nc(C(F)(F)F)nc2ccccc12)C(=O)NC1CCCC1 (stereo not drawn) was read as L3MBTL1 inh 6%.
